High-throughput results as filed in PubChem.
GAA glycogen – alters human alpha-glucosidase cleavage of glycogen. recombinant GAA, glycogen substrate, Amplex Red glucose oxidase fluorescence. actives 0.38% (n = 300,000). AID 2100. P10253. Potency, µM (titrated, usually from 76.4 µM), without a hit: top-dose activity change, negative = inhibition, hits mostly inhibitors;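 further: 0% = full enzyme reaction and -100% = no-enzyme basal signal; the screen sought inhibitors and activators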
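Recombinant human enzyme (4 nM); glycogen substrate; 37 C, 40 min, pH 5.0. Readout: coupled glucose oxidase/Amplex Red fluorescence.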
SMN2 splice up – increases expression of the SMN2 splice variant; Potency, µM (highest dose often 46.1 µM), without a hit: at the highest dose activity change, positive = activation, most hits filed as activators; AID 1458; actives 2.8% (n = 210,000); HEK293 SMN2-luciferase splicing reporter, luminescence, 30-36 h; further: % of control where 0% means no effect; nearly all actives have a fitted effect of over 55% in size
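HEK293 cells carry an SMN2 […]–luciferase reporter in which exon 7 inclusion puts luciferase in frame. Cells were plated 10-12 h before compound addition, then incubated 30-36 h at 37C. ONE-Glo luminescence was read; sodium butyrate at 4.5 mM final served as control.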
GLA spleen mod – alpha-galactosidase A (human) modulation; P06280; human spleen homogenate, 4MU-alpha-Gal fluorescence, 40 min; Potency, µM (highest dose often 80 µM), without a hit: at the top dose activity change, negative = inhibition, most hits filed as inhibitors; actives 0.008% (n = 240,000);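 further: 0% = enzyme with vehicle and -100% = no enzyme basal signal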
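Human spleen homogenate (1 ug) was the enzyme source, with 4-methylumbelliferyl-alpha-D-galactopyranoside (1 mM final) in pH 5.0 citrate buffer with 0.01% Tween-20. Compounds were titrated; after 40 min at 37C, NaOH/glycine stop, 4-MU fluorescence read; AC50 from Hill fits.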
aGlu spleen mod – inhibits or activates alpha-glucosidase in human spleen homogenate; P10253; human spleen homogenate, 4-MU-alpha-glucoside fluorescence; Potency, µM (top dose mostly 79.9 µM), inactives show top-dose activity change, negative = inhibition, most hits filed as inhibitors; actives 0.006% (n = 240,000);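 further: 0% = enzyme with vehicle and -100% = no enzyme basal signal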
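Compounds were titrated against alpha-glucosidase in spleen homogenate at pH 5.0, with 1 mM 4-methylumbelliferyl substrate for 40 min at 37 C. Reactions were quenched with pH 10 NaOH/glycine and fluorescence measured.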
GoLoco inh red – inhibitors of human Gai1-RGS12 GoLoco interaction (red fluorophore). P63096. Gai1:RGS12 GoLoco peptide FP, rhodamine, 10 min. Potency, µM (series often up to 61.6 µM), for inactives: at the top dose activity, negative = inhibition, actives largely listed as inhibitors. actives 0.44% (n = 230,000); active means well fitted inhibition curve with a large enough effect, not every such curve was filed as active; inactive means no such curve, though single readings can be large or run the other way; further: on the % scale 0 is the no-effect control and ±100 the full control effect; nearly all actives have a fitted effect of over 30% in size; many of its hits are not listed in these tables
GAA inh – inhibitors of human lysosomal alpha-glucosidase | P10253 | purified human GAA, 4-MU-alpha-glucoside fluorescence | Potency, µM (doses to about 76.9 µM), inactives show top-dose activity change, negative = inhibition, actives largely listed as inhibitors | actives 0.005% (n = 200,000) | AID 1466;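 further: plate controls were uninhibited enzyme wells for no effect and no-enzyme background for full effect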
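Compounds are titrated up to 77 uM against 4 nM human enzyme. Substrate 4-methylumbelliferyl-alpha-D-pyranoside (400 uM) reacts 20 min at room temperature in pH 5.0 buffer; liberated 4-methylumbelliferone is read at 440 nm.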
KDM4E inh – inhibitors of human JMJD2E histone demethylase. B2RXH2. JMJD2E catalytic domain, FDH-coupled NADH fluorescence (FDH is formaldehyde dehydrogenase). Potency, µM (titrated, usually from 57.1 µM), inactives show top-dose activity change, negative = inhibition, usual class: inhibitors. actives 1.6% (n = 230,000); active means well fitted inhibition curve with a large enough effect, not every such curve was filed as active; inconclusive means small, poorly fitted or top-dose-only effect, or another doubt; inactive means no such curve, though single readings can be large or run the other way;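 further: 0% = wells with enzyme and -100% = buffer wells without enzyme; nearly all actives have a fitted effect of over 50% in size; many of its hits are not listed in these tables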
Target sequence (B2RXH2 1-337 limits assumed): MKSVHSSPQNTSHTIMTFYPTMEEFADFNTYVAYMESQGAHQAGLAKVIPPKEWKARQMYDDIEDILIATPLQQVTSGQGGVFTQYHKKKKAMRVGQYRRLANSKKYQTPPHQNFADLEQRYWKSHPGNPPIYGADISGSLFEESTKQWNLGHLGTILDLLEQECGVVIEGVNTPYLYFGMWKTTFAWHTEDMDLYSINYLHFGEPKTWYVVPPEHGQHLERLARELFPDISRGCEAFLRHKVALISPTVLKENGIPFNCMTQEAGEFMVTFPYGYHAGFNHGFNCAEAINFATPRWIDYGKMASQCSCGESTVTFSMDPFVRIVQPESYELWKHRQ
ALDH1A1 block – blocks purified human ALDH1A1 activity; Potency, µM (titrated, usually from 75.3 µM), inactives show at the top dose activity, negative = inhibition, most hits filed as inhibitors; actives 7.3% (n = 220,000); Purified ALDH1A1, NADH fluorescence, propionaldehyde substrate; P00352; active means well fitted inhibition curve with a large enough effect, not every such curve was filed as active; inconclusive means small, poorly fitted or top-dose-only effect, or another doubt; inactive means no such curve, though single readings can be large or run the other way;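 further: plate controls were no enzyme wells and a reference inhibitor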
Target sequence (P00352 whole entry, looked up): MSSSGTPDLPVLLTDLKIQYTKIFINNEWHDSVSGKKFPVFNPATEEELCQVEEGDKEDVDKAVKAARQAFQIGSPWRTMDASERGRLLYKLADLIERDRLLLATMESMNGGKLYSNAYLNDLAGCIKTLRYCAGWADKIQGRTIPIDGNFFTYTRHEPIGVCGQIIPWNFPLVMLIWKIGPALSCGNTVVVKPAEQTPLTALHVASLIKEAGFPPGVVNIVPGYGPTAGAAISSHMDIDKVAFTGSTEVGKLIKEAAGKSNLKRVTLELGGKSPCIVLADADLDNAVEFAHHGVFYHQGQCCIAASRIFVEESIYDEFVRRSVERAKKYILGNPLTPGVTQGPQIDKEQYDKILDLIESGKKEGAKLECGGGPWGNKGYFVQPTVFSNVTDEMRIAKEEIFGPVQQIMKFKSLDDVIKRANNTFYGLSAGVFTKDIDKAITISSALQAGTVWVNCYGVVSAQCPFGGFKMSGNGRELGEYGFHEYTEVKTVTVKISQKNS
Numbers without * were called inactive; ? = inconclusive; . = no result given; [ ] = dose if it differs, or a comment. Unless noted, the call rests on the fitted dose curve; in most records, active means well fitted curve in the direction sought with a large enough effect; inconclusive means small, poorly fitted or top-dose-only effect, or another doubt; inactive means no such curve, though single readings can be large; an effect the other way counts as inactive or inconclusive. Potency means the concentration at half of the fitted maximal effect.

KDM4E inh | SMN2 splice up | GoLoco inh red | GLA spleen mod | GAA glycogen | GAA inh | aGlu spleen mod | ALDH1A1 block | SMILES
-1% | 19% | 10% | 3% | 2% | -9% | -3% | ? | O=C(NCc1ccccc1)C(c1cccs1)N(C(=O)c1csnn1)C1CC1 (configuration not stated)
-3% | -12% | -5% | 5% | -3% | -8% | 3% | ? | Cc1ccc2c(c1)cc(CN(Cc1ccco1)S(=O)(=O)c1ccccc1)c1nnnn12
-4% | . | -5% | 6% | 5% | . | 9% | . | COc1ccc(C(=O)NC(=S)NNC(=O)c2ccc3ccccc3n2)cc1
-6% | -6% | -3% | -3% | 7% | -1%[15.4 µM] | 1% | -9% | COc1ccc(-c2nn(-c3ccccc3)cc2C(=O)NCCCn2ccnc2)cc1
0% | 24% | -4% | 2% | 9% | 8% | 4% | 2% | CCc1cccc(NC(=O)c2ccc(Cn3nc(C)cc3C)o2)c1
? | ? | -3% | -1% | -1% | -5% | -4% | -2% | Cc1nc(C)c(-c2csc(NCc3ccco3)n2)s1
-8% | -16% | -1% | -25% | -6% | 4% | -24% | 5% | O=C(COc1ccc2ccccc2c1)N1c2ccccc2Sc2ccccc21
0% | -1% | 6% | 20% | 2% | -11% | 2% | -1% | O=C(NCc1cccs1)C1CCC(=O)N1C1CCCCC1 (configuration not stated)
8% | -2% | 13% | 0% | 11% | -8% | 2% | 8% | COc1cc(C(=O)OCc2ccc([N+](=O)[O-])cc2)cc(OC)c1OC
3% | -34%[inhibitor] | 2% | 10% | 2% | -1% | 6% | ? | C=CCN=C1SC(C)(C)C(=O)N1S(=O)(=O)c1ccc(C)cc1
5% | -1% | 4% | ? | -13% | -1% | -5% | 3% | Cc1cc(CN(C)C)c(O)c(C2(C)CCCCC2)c1
8% | 0% | 9% | -5% | -10% | -11% | -16% | ? | Cc1nnc(NC(=O)CC(CN(C)S(=O)(=O)c2ccccc2)c2ccccc2)s1 (configuration not stated)
0% | -100%[inhibitor] | 188%[activator] | -17% | -4% | 4% | -8% | 2.2µM* | O=C(/C=C/c1cccc(Cl)c1)c1nc2ccccc2[nH]1
5% | 6% | 5% | -2% | -10% | -2% | -1% | 2% | COc1ccc(CC2CCOC2=O)cc1 (configuration not stated)
5% | -9% | -3% | -22% | 14% | -8% | -9% | ? | COc1cccc(OC)c1C(=O)Nn1c(C2CCC2)nc2ccccc2c1=O
7% | 1% | 11% | 1% | 6% | -3% | 2% | 14µM* | Cc1ccc(NC(=O)CSC2=C(C#N)C(c3ccco3)CC(=O)N2)cc1 (configuration not stated)
10% | -9% | 6% | 0% | 13% | -3% | 0% | -3% | Cc1cccc(N2C(=O)C3C4C=CC(C4)C3C2=O)c1 (configuration not stated)
1% | . | -1% | 3% | -4% | . | 3% | . | CC(C)CNC(=O)N[C@@H](CC(C)C)C(=O)O
11% | ? | 8% | -7% | -12% | -8% | -14% | ? | CCCCCCSC1=C(C#N)C(c2ccccc2)CC(=O)N1 (configuration not stated)
4% | . | 17% | 4% | 17% | 6% | 8% | 13% | CCc1ccc(CN(C)C(=O)CCc2nnc(CCc3cccc(OC)c3)o2)nc1
3% | -7% | 4% | -11% | -8% | -2% | 9% | 6% | COc1ncnc2c1NC(=O)CS2
? | -11% | -12% | 4% | 2% | -4% | -3% | -3% | COc1cc(C2C(C#N)=C(C)NC3=C2C(=O)CC(C)(C)C3)ccc1OCCO (configuration not stated)
-6% | ? | 4% | -2% | -32% | -4% | -8% | -1% | COc1cc(-c2nnc(SCC(=O)N(C)C3CCS(=O)(=O)C3)o2)cc(OC)c1OC (configuration not stated)
3% | . | -4% | -2% | 4% | . | 1% | . | CCOC(=O)C1(Cc2cccc(OC)c2)CCCN(Cc2c(C)nn(C(C)C)c2C)C1 (configuration not stated)
-1% | 1% | -2% | 1% | -14% | -2% | -2% | ? | CC(=O)Nc1sc2c(c1CN1CCN(c3ccc(F)cc3)CC1)CCCC2
? | 6% | 18% | -5% | 2% | 6% | -3% | ? | CCOC(=O)C1CCN(c2nc3ccccc3nc2C(C#N)C(=O)OC(C)C)CC1 (configuration not stated)
-1% | . | 4% | -2% | 8% | 9% | -1% | 3% | COc1ccc(CCNC(=O)c2ccco2)cc1OC
10% | 9% | 10% | -1% | 7% | 4% | -5% | 13% | O=C(NC1CCS(=O)(=O)C1)c1cccc(S(=O)(=O)N2CCCC2)c1 (configuration not stated)
0% | . | 15% | 8% | -14% | . | 9% | . | CCC(C)NC(=O)N1c2ccccc2Sc2ccccc21 (configuration not stated)
? | 7.1µM* | 5% | ? | -4% | ? | 7% | ? | CCn1c(/C=C/c2ccccc2)nc2ccccc21

Single records, as listed above.
Shown for `Cc1cccc(N2C(=O)C3C4C=CC(C4)C3C2=O)c1` (configuration not stated) = KDM4E inh = 10%; SMN2 splice up = -9%; GoLoco inh red = 6%; GLA spleen mod = 0%; GAA glycogen = 13%; GAA inh = -3%; aGlu spleen mod = 0%; ALDH1A1 block = -3%
Shown for `COc1cc(C(=O)OCc2ccc([N+](=O)[O-])cc2)cc(OC)c1OC` = KDM4E inh = 8%; SMN2 splice up = -2%; GoLoco inh red = 13%; GLA spleen mod = 0%; GAA glycogen = 11%; GAA inh = -8%; aGlu spleen mod = 2%; ALDH1A1 block = 8%

(continued)
KDM4E inh | SMN2 splice up | GoLoco inh red | GLA spleen mod | GAA glycogen | GAA inh | aGlu spleen mod | ALDH1A1 block | SMILES
10% | 3% | -2% | 6% | 1% | -1% | 0% | -1% | O=C1CC2(CCCC2)CC(=O)N1c1ccccc1
? | . | 24% | 0% | -1% | -5% | 7% | 2.8µM* | CCN(CC)c1ccc(/C=C(/C#N)C(=O)NCc2ccccc2)o1
-2% | -18% | 5% | 5% | -26% | -1% | 0% | -4% | COc1cccc(C(=O)Nc2ccccc2N2CCCC2)c1
6% | 1% | 4% | -3% | 20% | 13% | -3% | 1% | COC(=O)C(Cc1ccccc1)N1CCS(=O)(=O)CC1 (configuration not stated)
0% | -16% | -17% | 2% | -4% | -3% | 1% | -3% | Cc1cc(N)ccc1S(C)(=O)=O
-3% | -13% | -2% | 8% | -22% | 3% | 3% | -3% | COc1ccc(NC(=O)CC2C(=O)N(c3ccc(F)cc3)C(=S)N2NC(=O)c2ccccc2)cc1 (configuration not stated)
-14% | . | 0% | -5% | 5% | . | 2% | . | COc1ccc2[nH]c(=S)cc(C)c2c1
-1% | -8% | 9% | -17% | -5% | -11% | -13% | -8% | Cc1ccccc1-n1nc2c(c1NC(=O)c1ccc(Br)o1)CSC2
2% | . | 12% | 5% | -4% | -9% | 5% | -3% | CCCC(c1nnnn1CC1CCCO1)N1CCN(c2ccccc2)CC1 (configuration not stated)
0% | 1% | 5% | 2% | -1% | -5% | -7% | -8% | O=C(CCC(=O)N(CC(=O)NC1CCCC1)C1CCCC1)Nc1ccccn1
2% | -1% | -2% | -3% | 1% | 2% | 0% | 13% | CC1CN(S(=O)(=O)Cc2ccccc2)CC(C)O1 (configuration not stated)
? | . | -5% | -2% | 5% | . | -5% | . | COc1ccc(-c2c(C)oc3c(CN4CCOCC4)c(O)ccc3c2=O)cc1
-5% | -9% | 6% | -1% | -3% | -8% | -4% | 13µM* | C(=N\n1cnnc1)/c1cn(Cc2ccccc2)c2ccccc12
-2% | -9%[1.84 µM] | 10% | 0% | 8% | 1% | -3% | 8% | O=C(OCC(=O)N1CCc2ccccc21)c1cccc(S(=O)(=O)N2CCCc3ccccc32)c1
0% | . | 6% | 2% | -6% | -2% | -12% | ? | COc1ccc(CN(CC2CCC(C(=O)O)CC2)C(=S)Nc2ccccc2OC)cc1 (configuration not stated)
-1% | 1% | -2% | 4% | 2% | 0% | -4% | 5% | Cc1ccc(C)c(Cn2cnc3c(nnn3-c3ccc(F)cc3)c2=O)c1
7% | 2.2µM* | 3% | 0% | -7% | -10% | -1% | 16µM* | CC1(C)CC(=O)c2sc(NC(=O)c3cccs3)nc2C1
7% | . | 3% | -9% | -13% | -2% | -2% | -10% | COc1ccc(S(=O)(=O)N(C)C)cc1NC(=O)CSc1nc(N)cc(N)n1
? | -7% | -1% | -6% | -2% | -10% | 0% | 0% | Cc1c(Cl)cccc1NC(=S)N1CCN(Cc2ccc3c(c2)OCO3)CC1
? | ? | 8% | 3% | -17% | -3% | -5% | ? | COC(=O)C1=C(C)NC(C)=C(C(=O)OC)C1c1ccc(NC(C)=O)cc1
-2% | -5% | 1% | -21% | . | . | -18% | ? | COC(=O)CC1C(C)(C)C(OC(C)=O)C2CC3C4CC(=O)OC(c5ccoc5)[C@]4(C)CCC3[C@@]1(C)C2=O (some centres not stated)
-14% | ? | 2% | -4% | -2% | 0% | 0% | -6% | CCC(=O)/C(=C(/O)c1ccccc1)c1nc2ccccc2[nH]1
8% | -15% | 5% | 2% | -5% | 3% | -6% | 15% | Cc1ccccc1C(=O)NNC(=O)CSc1nnc(C)n1-c1ccccc1
-9% | 3% | 0% | 3% | -4% | 1% | -4% | ? | Cc1ccc(N2C(=O)SC(N(CC(=O)O)c3cccc(C)c3)C2=O)cc1 (configuration not stated)
1% | -82%[inhibitor] | 13% | 17% | -3% | -14% | -5% | -5% | Cc1cc(C(=O)CSc2nc3ccc(Cl)cc3[nH]2)c(C)n1CC1CCCO1 (configuration not stated)
-7% | . | -2% | 3% | 4% | 1% | 1% | 5% | Cn1c(=O)c2[nH]c(N/N=C(/C#N)C(N)=O)nc2n(C)c1=O
3% | 2µM* | 52%[activator] | -1% | 0% | 3% | 1% | ? | CCCC(=O)Nc1cnc(NC(=O)c2cccc(F)c2)cc1C
-3% | 3% | 108%[activator] | 3% | 0% | -12% | -3% | -9% | CCc1nnc(NC(=O)CCC(=O)NCc2ccccc2OC)s1
4% | . | -3% | -7% | 1% | -7% | 1% | 8% | O=C(Nc1ccc(Cl)cc1)/C(=C1\CCCN1)[N+](=O)[O-]

A portion of the library; count on the stated rates, not on these rows.
